Assay outcomes deposited in PubChem BioAssay by several laboratories.
Shn3 3UTR inh: reduction of Shn3 3'UTR firefly luciferase signal, primary screen, Schnurri-3 inhibitor project, cell-based, Clone20 osteoblasts, set 2. 0.52% of 360,000 active. inhibition, % at 12.5 µM. Clone20 osteoblast Shn3 3'UTR firefly luciferase, 24 h;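 active = mean inhibition of at least 75% with every replicate also reaching 75%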;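 also: 0% = median of neutral control wells and 100% = pilot-screen positive control compound; some compounds past the cut are filed as inactive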
TROY signal inh: inhibitors of TROY-driven NF-kB signaling, primary screen, Q293 LMP1-TROYcd cells, NF-kB luciferase, uHTS | Q293 LMP1-TROYcd NF-kB luciferase reporter, 4 h | inhibition, % at 10 µM | 0.98% of 360,000 active;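 active = compounds whose plate-normalised and pattern-corrected inhibition of the luciferase reporter signal at the single screening dose is 50% or more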
KKLEB cytotox: cytotoxicity in KKLEB CF airway cells, primary screen, cytotoxicity control for CF NF-kB inhibitor project, cell-based, uHTS, fluorescence assay plates; KKLEB CF airway cells viability, ATPlite luminescence, overnight; stronger effect = lower value; cells stimulated with P. aeruginosa culture filtrate; activity change (cytotoxicity), % at 5 µM; 0.36% of 360,000 active;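 active = corrected activity change at or below -50% at 5 µM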
TRPM1 prom inh: inhibitors of MITF-dependent TRPM1 promoter reporter, primary screen, cell-based, SK-MEL-5, single point, luciferase; inhibition, % at 12.5 µM; 0.83% of 330,000 active; SK-MEL-5 TRPM1 promoter luciferase, 24 h;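 active = mean inhibition across replicates of 60% or more, whatever share of single replicates reaches that level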; also: values of inactives mirror those of a sister screen read the other way
HIF-2a inh: HIF-2a reporter inhibitors, primary screen, luminescence, 786-0 RCC cells; 786-0 RCC cells HIF-2a reporter, luciferase luminescence, overnight; inhibition, % at 18.8 µM; 0.72% of 360,000 active;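 active = inhibition of the luminescence signal of 40% or more relative to plate controls, in a single-dose primary screen at 18.75 µM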
Peg3 prom inh: Peg3 promoter-driven luciferase inhibitors, primary screen, cell-based, HeLa, luciferase luminescence; HeLa PEG-Prom luciferase reporter, overnight; inhibition, % at 20 µM; 1.7% of 360,000 active;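 active = inhibition of at least 50% at 20 µM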
NR2E3 ag-1: inhibitors of NR2E3-RetCOR corepressor binding, primary screen, NR2E3 agonist project, biochemical, TR-FRET, GST-NR2E3, biotin-RetCOR; Photoreceptor-specific nuclear receptor (Homo sapiens), Q9Y5X4; 1536-well; inhibition of corepressor binding, % at 4.78 µM; 0.12% of 320,000 active; AID 2300, 2010;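 active = percent inhibition above the cutoff of mean plus 3 SD of all tested compounds, set per screening campaign, cut at about 20% in these data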;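 also: 0% = DMSO wells and 100% = biotin wells as full block of FRET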
Target sequence (Q9Y5X4 whole entry, looked up): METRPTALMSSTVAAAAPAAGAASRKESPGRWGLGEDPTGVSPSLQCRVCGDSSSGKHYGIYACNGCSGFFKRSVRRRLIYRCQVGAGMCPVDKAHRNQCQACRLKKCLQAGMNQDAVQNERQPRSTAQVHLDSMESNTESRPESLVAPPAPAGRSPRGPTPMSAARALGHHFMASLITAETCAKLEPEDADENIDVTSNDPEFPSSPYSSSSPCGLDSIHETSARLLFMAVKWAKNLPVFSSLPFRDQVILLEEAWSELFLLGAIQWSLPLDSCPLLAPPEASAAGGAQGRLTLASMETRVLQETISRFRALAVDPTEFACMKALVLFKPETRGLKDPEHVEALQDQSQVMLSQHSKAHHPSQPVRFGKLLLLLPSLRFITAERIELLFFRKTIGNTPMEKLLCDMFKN
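Test system – NR2E3–RetCOR corepressor complex · Quantity – NR2E3 fusion 1.35 nM · Buffer or medium – Tris pH 7.5 · Incubation – Compound–protein incubation for 5 h at 4 °C · Technique – TR-FRET, Eu(K)-anti-GST donor, streptavidin-D2 acceptor, ex 340, em 617/671 nm · Evaluation – percent inhibition of 671/617 nm emission ratio versus biotin and DMSO controls · Plate – 1536-well format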
NR2E3 ag-2: NR2E3 agonists in two-hybrid cells, primary screen, cell-based, luminescence, CHO-S, Gal4-NCOR/VP16-NR2E3. luciferase. inhibition of corepressor binding, % at 3.98 µM. 0.35% of 360,000 active. AID 602229, 2012;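 active = inhibition above the mean of all tested compounds plus 3 SD, cut at about 70% in these data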;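 also: 0% = DMSO with NR2E3 transfected cells and 100% = cells lacking NR2E3 construct; higher means lower luciferase signal from less NR2E3 corepressor binding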
TWEAK-Fn14 inh: inhibitors of TWEAK-Fn14 signaling, primary screen, luciferase reporter cells, uHTS; AID 1159606, 2016; 2% of 360,000 active; inhibition, % at 10 µM; TWEAK-stimulated Fn14 reporter cells, luciferase luminescence, 8 h; in the data active = inhibition above about 50%
CF NFkB inh: inhibitors of PAF-induced NF-kB signaling, primary screen, cell-based, GFP fluorescence, uHTS | 0.86% of 360,000 active | KKLEB NF-kB-GFP reporter, GFP fluorescence overnight | inhibition, % at 5 µM | AID 588850, 2011;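 active = at least 50% inhibition at 5 µM, scaled per plate between neutral and stimulator controls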;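 also: PAF is a Pseudomonas aeruginosa culture filtrate used as stimulus; plate controls were PAF-stimulated DMSO wells for no effect and unstimulated DMSO wells for full effect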
C8 TRAIL sens: viability loss with TRAIL in NB7+C8 cells, primary screen, TRAIL sensitizer project, cell-based, ATPlite luminescence | inhibition (viability loss, TRAIL sensitization), % at 10 µM | 1% of 360,000 active;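 active = compounds causing at least 50% loss of cell viability in the single-dose screen, relative to plate controls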
* hit, by the source's call; · = not tested or not shown. Not all compounds are listed (hit frequency here may not be typical).

SMILES	Shn3 3UTR inh	TROY signal inh	KKLEB cytotox	TRPM1 prom inh	HIF-2a inh	Peg3 prom inh	NR2E3 ag-1	NR2E3 ag-2	TWEAK-Fn14 inh	CF NFkB inh	C8 TRAIL sens
CN(C)c1ccccc1C(=O)N1CCCC(C(=O)c2ccc3ccccc3c2)C1 (stereo not drawn)	2	24	-1	2	11	19	4	21	-2	16	19
COc1ccc(-n2nc(C(=O)c3cccs3)cc(-c3nc4ccccc4[nH]3)c2=N)cc1	-137	-18	-13	59	16	87*	-2	13	-46	-59	1
O=C1COc2ccc(C(=O)COC(=O)c3cc(S(=O)(=O)NCc4ccccc4)ccc3O)cc2N1	2	22	-3	5	9	12	0	-19	-19	4	2
CCCC(=O)Nc1ccccc1NC(C)=O	11	4	-3	-9	4	-8	1	7	-3	-8	-6
COc1ccc(NC(=O)CSc2nnc(-c3cccs3)n2Cc2ccco2)cc1OC	23	25	-5	6	23	23	0	-10	25	10	-2
O=C(c1cncs1)N1CCCC(CNS(=O)(=O)c2cccs2)C1 (stereo not drawn)	-4	5	4	4	-3	11	1	2	-5	10	0
Cc1cc(C)c(C2C(C#N)=C(N)Oc3n[nH]c(C)c32)cc1CN1CCOCC1 (stereo not drawn)	10	11	8	11	-4	14	-5	-7	4	3	11
CC(=O)[C@@]1(O)CC[C@H]2[C@@H]3C[C@H](C)C4=CC(=O)C=C[C@]4(C)[C@@]3(F)[C@@H](O)C[C@@]21C	10	17	25	-15	22	4	-2	13	23	72*	0
COc1ccc(NS(=O)(=O)c2ccc(C)c(C(=O)N3CCC3)c2)cc1	-32	-1	8	6	-1	10	2	-3	-12	-14	-5
Cn1c2ccccc2c2cc(C(=O)OCC(=O)N3CC(=O)Nc4ccccc43)sc21	16	20	9	0	3	1	2	-14	25	-8	-10
COc1cc(C(=O)NNC(=O)Nc2ccc([N+](=O)[O-])cc2)cc(OC)c1OC	1	-6	7	3	18	-10	6	24	-6	-9	5
O=c1cc(CN2CCc3ccccc3C2)nc2sccn12	-4	14	6	-3	3	2	5	5	19	1	4
CCN(CC)S(=O)(=O)c1cc([N+](=O)[O-])ccc1NNC(=O)Nc1ccccc1OC	11	-1	-11	-2	1	13	1	-22	-18	-1	-7
NS(=O)(=O)c1cc(C(=O)OCC(=O)N2CCc3ccccc3C2)ccc1Cl	-13	-18	-6	-10	-10	-34	-4	14	-25	-7	-9
CC1(C)CC(=O)C(CC(=O)NC(=O)NCc2ccccc2)=C(O)C1	2	-11	1	11	15	-20	3	-16	-13	3	-13
O=C(NCc1cccs1)C1CCCN1C(=O)Nc1ccccc1Cl (stereo not drawn)	-22	7	6	1	17	7	5	-14	12	-9	-25
O=C(CN1C(=O)NC2(CCCC2)C1=O)NCCN1C(=O)S/C(=C\c2ccccc2F)C1=O	-15	-2	14	2	-1	-19	4	-21	-7	8	-6
CCN(CC(=O)NCCc1ccc(F)cc1)Cc1nc2ccccc2c(=O)[nH]1	5	-10	2	-6	8	4	-1	-11	-10	-13	-4
COc1ccccc1NC(=O)c1ccccc1-c1nc(-c2ccccc2OC)no1	20	-6	-4	-7	-44	-12	-2	-13	30	2	3
NCCCC(=O)N1c2ccccc2Sc2ccccc21	-9	-8	-11	0	18	4	6	-24	0	8	6

Entries of single compounds, quoted from the list. Values in the order: Shn3 3UTR inh | TROY signal inh | KKLEB cytotox | TRPM1 prom inh | HIF-2a inh | Peg3 prom inh | NR2E3 ag-1 | NR2E3 ag-2 | TWEAK-Fn14 inh | CF NFkB inh | C8 TRAIL sens
Record of `CC1(C)CC(=O)C(CC(=O)NC(=O)NCc2ccccc2)=C(O)C1` : 2 | -11 | 1 | 11 | 15 | -20 | 3 | -16 | -13 | 3 | -13
Record of `NS(=O)(=O)c1cc(C(=O)OCC(=O)N2CCc3ccccc3C2)ccc1Cl` : -13 | -18 | -6 | -10 | -10 | -34 | -4 | 14 | -25 | -7 | -9
Record of `O=C1COc2ccc(C(=O)COC(=O)c3cc(S(=O)(=O)NCc4ccccc4)ccc3O)cc2N1` : 2 | 22 | -3 | 5 | 9 | 12 | 0 | -19 | -19 | 4 | 2

Later entries
SMILES	Shn3 3UTR inh	TROY signal inh	KKLEB cytotox	TRPM1 prom inh	HIF-2a inh	Peg3 prom inh	NR2E3 ag-1	NR2E3 ag-2	TWEAK-Fn14 inh	CF NFkB inh	C8 TRAIL sens
Cc1cc(OCc2cc(C(=O)N(C)C3CCOCC3)no2)cc(C)c1Cl	-27	-32	14	-63	-249	-271	4	-120	0	10	-3
COc1ccc(N2CCN(C(=O)CSc3nnnn3-c3ccc4c(c3)OCCO4)CC2)cc1	27	2	3	13	5	-3	3	-5	11	-20	-17
O=C(NN1CCOCC1)c1ccccc1Br	-12	-3	-8	4	23	8	2	-17	3	24	-1
Cc1ccc(S(=O)(=O)N(CC(=O)N2CCOCC2)c2ccc(Br)cc2)cc1	-8	1	-6	-2	15	9	5	4	14	7	-13
CCc1ccc(-c2cc(C(F)(F)F)n3nc(C(=O)Nc4cnn(Cc5ccc(C)cc5)c4)cc3n2)s1	91*	18	-13	54	3	43	3	-17	-59	-7	46
Cc1ccccc1NC(=O)c1oc(=O)c2ccccc2c1-c1ccccc1	-10	6	-8	18	8	13	1	-42	-22	0	7
COc1ccc(S(=O)(=O)/C(C#N)=C/Nc2ccc(NC(C)=O)cc2)cc1	20	16	4	3	14	9	·	-7	12	-8	-4
COc1nccc(Nc2ccccc2)c1C#N	5	-5	9	-10	13	0	0	-18	12	0	-11
O=C1C(=O)N(CCCn2ccnc2)C(c2ccc(Cl)cc2)/C1=C(\O)c1ccc2c(c1)OCCO2 (stereo not drawn)	-8	-10	-4	3	-3	-14	14	-11	-1	-14	1
CCCCCCC/C=N/Nc1nnc(Cc2ccccc2)c(=O)[nH]1	-5	-8	-16	-9	1	-2	3	-28	5	3	0
COc1cccc(/C=N/n2c(COc3ccccc3)n[nH]c2=S)c1OC	-23	-5	-1	12	7	19	-4	6	-4	-6	-12
CCOC(=O)N1CCN(C(=O)CCn2nc(-c3ccc(Cl)cc3)ccc2=O)CC1	-12	-4	-3	6	22	9	-1	-1	-14	-3	-22
Cc1ccc(Nc2cc(C)nc3nc(C)nn23)c(C)c1	-3	-4	3	7	4	10	5	14	18	-10	5
C/C(N)=C(/C#N)C(=O)CSc1nc2ccccc2c(=O)n1Cc1ccc(F)cc1	·	18	-3	-6	30	29	2	-8	14	16	0
NNc1ccc2c(C(F)(F)F)cc(C(F)(F)F)nc2n1	-10	-4	7	-5	-60	-6	-1	3	16	-2	43
O=C(COC(=O)c1ccccc1)NCc1cccs1	4	-3	8	-12	6	4	0	3	-15	-21	-4
CC(C)c1c(C(=O)N/N=C2\CCc3ccccc32)nnn1-c1nonc1N	2	-4	10	-22	-17	-20	-1	0	-29	-9	-3
CCOc1ccc(C2=Nn3c(CC)nnc3SC2)cc1	5	-6	-8	21	-6	0	1	-12	-13	8	16
COCCCNC(=O)/C=C/c1cccc(Cl)c1	-13	-27	4	-22	-78	-30	1	-39	-3	1	1
CC(=O)NCCNc1nc2cc(-c3cccc(C(F)(F)F)c3)sc2c(=O)n1C	-8	14	12	·	-5	16	·	-35	3	-30	12
COc1ccccc1NC(=O)N1CCCC1C(=O)NCc1cccs1 (stereo not drawn)	-11	7	1	-1	3	-3	3	-3	-13	-1	12
COc1ccc(OC)c(NC(=O)c2cc(-c3cc(C)c(C)cc3O)n[nH]2)c1	-36	-28	1	-19	-117	-7	2	-4	-47	8	13
CCCNC(=O)C1(C)CCCN(Cc2cccs2)C1 (stereo not drawn)	19	-2	8	·	3	14	·	15	6	27	-9
CSCCC(NC(=O)c1ccccc1)C(=O)OCC(=O)c1ccc[nH]1 (stereo not drawn)	-4	10	-7	4	-3	-13	2	-14	12	-5	0
CCOc1ccc(NC(=O)CSc2nnc(C3CC3)n2C)cc1	2	1	6	-9	-36	-6	4	-11	-6	4	-2
Cc1cccc(N2C(=O)CC(N3CCN(c4ccccn4)CC3)C2=O)c1 (stereo not drawn)	-36	18	-10	3	16	5	-3	-3	5	10	0
COc1ccc2[nH]c(C(=O)N(C)Cc3ccccc3)c(C)c2c1	-8	7	10	-4	-47	-22	0	4	-2	-3	9
CN1CCN(C2=C(NS(=O)(=O)c3cccs3)C(=O)c3ccccc3C2=O)CC1	5	-32	11	77*	-3	-13	-10	-13	-14	-4	27
Cc1[nH]c(-c2ccco2)nc1C(=O)O	11	20	-1	3	13	11	3	-1	4	-26	-19
Cc1sc(NC(=O)c2cc3ccccc3oc2=O)c(C(=O)OC(C)C)c1-c1ccccc1	1	-1	-4	17	4	2	-4	-14	2	9	-2
O=C(O)/C=C/C(=O)NCc1csc2ccccc12	-2	-8	6	8	8	-4	1	7	-24	7	9
COc1ccc(CC(=O)Nc2sccc2C#N)cc1S(=O)(=O)N1CCOCC1	-18	-7	2	9	19	10	0	-7	-12	-14	-35
Cc1cccc(NC(=O)CNCC(=O)Nc2cccc(C)c2C)c1C	3	3	0	0	13	16	-1	-2	3	4	8
CCS(=O)(=O)N1CCC(C(=O)NCc2ccc(OC)cc2)CC1	-3	1	7	14	9	11	-4	-9	-11	12	-6
CN(C)c1nc2c(N)ncnc2n1[C@H]1O[C@@H](CO)[C@H](O)[C@@H]1O	-9	-26	-10	-8	26	10	·	-3	-11	5	-8
Cc1ccc([C@H]2C[C@H](O)[C@@H](n3cc(COC(=O)c4ccccc4)nn3)CN2C(=O)c2cccs2)cc1	-1	3	5	·	6	7	·	13	4	2	9
CCCCn1c(N)c(N(CCC(C)C)C(=O)c2ccc(C)c(S(=O)(=O)N3CCOCC3)c2)c(=O)[nH]c1=O	-2	13	30	2	7	-12	2	0	7	10	-27
O=C(NNC(=O)c1cccc(S(=O)(=O)Nc2ccc(Cl)cc2)c1)c1ccc(=O)[nH]c1	3	3	-15	1	4	3	-1	-3	12	25	0
CCOCCCNC(=O)C(NC(=O)Cc1cccs1)c1ccc(OC)cc1 (stereo not drawn)	4	0	9	-5	9	5	-1	-3	3	-8	-23
CC(=O)c1c(C)oc2ccc(N(C(=O)c3ccncc3)S(=O)(=O)c3ccccc3)cc12	8	30	0	6	13	20	5	-5	18	26	19
Cc1nn(C(C)C(=O)NC2CCC(C)CC2)c(=O)c2nn(-c3ccccc3)c(C)c12 (stereo not drawn)	-34	-43	-1	-19	-101	-155	-2	-24	-10	-23	2
C=CCNC(=O)C(=O)N/N=C/c1ccco1	3	-13	7	-9	9	-7	3	-11	-6	0	-3
O=[N+]([O-])c1cccnc1Sc1ccc(Br)cc1	-11	5	-12	2	-1	4	1	-14	0	-9	2
